# Avidin fluor: green autofluorescence of compounds with avidin beads – biophysical, 488/530 nm, flow cytometry, artefact control, profiling panel | compound fluorescence 488/530 nm; active compounds read high | fluorescence (KMESF) at 10 µM | 220,000 tested, 0.38% active; in the data active = fluorescence above about 47; note: inactives centre near 10
# GSH bead fluor: compound fluorescence on glutathione beads, profiling panel, artefact control, biophysical, 488/530 nm, flow cytometry; GSH beads flow cytometry, compound fluorescence 488/530 nm; active compounds read high; fluorescence (KMESF) at 10 µM; 190,000 tested, 0.25% active; in the data active = fluorescence above about 89;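 note: glutathione beads carrying GST-tagged Bcl family fusion proteins plus one bare bead set; values are compound well signal with DMSO vehicle wells as background; inactives centre near 16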
# Bcl-W Bim block: inhibitors of Bim binding to Bcl-W, primary screen, biochemical, multiplexed, bead-based flow cytometry | inhibition, % at 10 µM | Bim peptide-Bcl-W binding | 190,000 tested, 0.02% active | AID 952, 2007 | Bcl-2-like protein 2 (Homo sapiens), Q92843;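 note: 0% = bound tracer without compound and 100% = peptide blocker; higher means less fluorescent Bim peptide bound to Bcl-W beads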
# ABCG2 inh: ABCG2 efflux pump inhibitors, primary screen, multiplex with ABCB1, IgMXP3 cells, flow cytometry | Broad substrate specificity ATP-binding cassette transporter ABCG2 (Homo sapiens), Q9UNQ0 | JC-1 efflux | inhibition, % at 6.6 µM | 190,000 tested, 0.1% active | AID 1325, 2008;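 active = inhibition above 80%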;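 note: 0% = DMSO and 100% = nicardipine control wells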
#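 System: two drug-resistant human cell lines, ABCG2 and ABCB1; controls: nicardipine high and DMSO low controls; times: 10 min exposure at 25 °C with rotation, no wash; detection: flow cytometry of retained JC-1 fluorescence; read-out basis: percent efflux inhibition, scaled nicardipine 100% to DMSO 0%; doses: one concentration, 6.6 µM final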
# Bim-Bcl-B: inhibitors of Bim-Bcl-B binding, primary screen, biochemical, multiplexed, human Bcl-2 family; Bcl-2-like protein 10 (Homo sapiens), Q9HD36; bead-based flow cytometry, Bim peptide-Bcl-B binding; inhibition, % at 10 µM; 190,000 tested, 0.073% active;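 note: 0% = tracer peptide without compound and 100% = reference inhibitor peptide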
# Bcl-XL Bim block: inhibitors of Bim-Bcl-XL binding, primary screen, biochemical, multiplexed, bead flow cytometry, human Bcl-XL. Bcl-2-like protein 1 (Homo sapiens), Q07817. Bim peptide-Bcl-XL binding, fluorescence. inhibition, % at 10 µM. 190,000 tested, 0.04% active. AID 1007, 2008
# RGS7-Gao reg: RGS7-Galphao binding modulators, primary screen, biochemical, multiplexed bead flow cytometry. Guanine nucleotide-binding protein G(o) subunit alpha (Homo sapiens), P09471. actives lie on both sides. binding response (% of control), % at 10 µM. 220,000 tested, 0.35% active; in the data active = binding response below about 49% or above about 150%; inconclusive = no clear call, values can overlap the other calls; inactive = in between;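 note: fluorescent Galphao held in activated GDP-AlF4 state binding bead-coupled RGS7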
# Bfl-1 Bim block: inhibitors of Bim binding to Bfl-1, primary screen, biochemical, multiplexed, bead-based flow cytometry; 190,000 tested, 0.12% active; inhibition, % at 10 µM; Bcl-2-related protein A1 (Homo sapiens), Q16548; Bim-Bfl-1 binding inhibition; AID 1008, 2008;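 note: 0% = wells without compound plus tracer and 100% = blocker peptide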
# RGS4-Gao reg: modulators of RGS4 binding to Galphao, primary screen, biochemical, multiplexed bead flow cytometry | Guanine nucleotide-binding protein G(o) subunit alpha (Homo sapiens), P09471 | actives lie on both sides | binding response (% of control), % at 10 µM | 220,000 tested, 0.33% active | AID 1415, 2008; in the data active = binding response below about 49% or above about 150%; inactive = in between;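 note: fluorescent Galphao activated with aluminum fluoride binding bead-coupled RGS4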
# Bcl-2 Bim block: inhibitors of Bim-Bcl-2 binding, primary screen, biochemical, multiplexed, human Bcl-2 family; Apoptosis regulator Bcl-2 (Homo sapiens), P10415; Bead-based flow cytometry, Bim peptide-Bcl-2 binding; inhibition, % at 10 µM; 190,000 tested, 0.06% active; AID 950, 2007; in the data active = inhibition above about 40%; inconclusive = no clear call, values can overlap the other calls;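 note: 0% = no compound wells with probe peptide and 100% = reference peptide inhibitor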
# ABCB1 inh: ABCB1 efflux pump inhibitors, primary screen, cell-based, multiplex, flow cytometry, ABCG2 counter-screen. inhibition, % at 6.6 µM. AID 1326, 2008. 190,000 tested, 0.067% active. CCRF-Adr cells, JC-1 efflux; in the data active = inhibition above about 40%;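 note: 0% = vehicle and 100% = reference inhibitor; higher value means more JC-1 retained so stronger ABCB1 efflux block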
# Target sequence (P08183 whole entry, looked up): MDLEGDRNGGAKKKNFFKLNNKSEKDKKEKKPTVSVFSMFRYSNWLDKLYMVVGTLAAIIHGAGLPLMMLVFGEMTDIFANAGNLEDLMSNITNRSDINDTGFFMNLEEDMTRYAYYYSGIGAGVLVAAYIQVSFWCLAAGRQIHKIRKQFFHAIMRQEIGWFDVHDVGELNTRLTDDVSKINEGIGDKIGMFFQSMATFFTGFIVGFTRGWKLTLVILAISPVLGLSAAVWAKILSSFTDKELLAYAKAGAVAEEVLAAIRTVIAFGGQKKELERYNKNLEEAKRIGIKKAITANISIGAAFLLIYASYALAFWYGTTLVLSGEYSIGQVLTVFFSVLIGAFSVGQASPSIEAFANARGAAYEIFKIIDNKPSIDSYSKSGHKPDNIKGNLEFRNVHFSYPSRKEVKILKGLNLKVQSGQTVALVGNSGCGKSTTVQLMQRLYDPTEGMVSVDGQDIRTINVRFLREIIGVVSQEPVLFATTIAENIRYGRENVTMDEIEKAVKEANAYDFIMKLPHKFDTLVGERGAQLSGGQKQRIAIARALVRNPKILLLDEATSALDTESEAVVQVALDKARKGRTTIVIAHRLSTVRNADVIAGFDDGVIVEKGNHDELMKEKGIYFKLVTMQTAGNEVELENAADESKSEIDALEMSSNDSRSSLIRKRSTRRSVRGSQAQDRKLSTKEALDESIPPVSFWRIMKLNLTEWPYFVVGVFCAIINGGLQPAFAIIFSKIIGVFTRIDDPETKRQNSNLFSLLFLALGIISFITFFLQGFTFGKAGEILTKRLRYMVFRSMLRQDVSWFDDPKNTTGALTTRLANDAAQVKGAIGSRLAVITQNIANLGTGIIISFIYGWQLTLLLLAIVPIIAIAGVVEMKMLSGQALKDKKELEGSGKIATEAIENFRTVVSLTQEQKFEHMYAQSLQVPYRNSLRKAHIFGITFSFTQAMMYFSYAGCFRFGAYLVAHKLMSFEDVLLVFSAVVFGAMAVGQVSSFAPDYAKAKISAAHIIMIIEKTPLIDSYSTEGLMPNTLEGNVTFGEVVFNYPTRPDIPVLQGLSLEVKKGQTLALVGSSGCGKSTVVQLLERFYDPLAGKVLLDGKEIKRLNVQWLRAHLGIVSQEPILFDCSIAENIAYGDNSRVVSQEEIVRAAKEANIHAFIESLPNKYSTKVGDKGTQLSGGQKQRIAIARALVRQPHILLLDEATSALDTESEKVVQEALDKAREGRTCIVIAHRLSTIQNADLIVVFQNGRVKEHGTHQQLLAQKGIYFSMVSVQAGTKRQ
# * hit, by the source's call; ? = inconclusive. Cut-off read from the data, not from the text of the source, unless noted: active = inhibition above about 40%.
Structure,Avidin fluor,GSH bead fluor,Bcl-W Bim block,ABCG2 inh,Bim-Bcl-B,Bcl-XL Bim block,RGS7-Gao reg,Bfl-1 Bim block,RGS4-Gao reg,Bcl-2 Bim block,ABCB1 inh
Cn1c(=NC(=O)C2CCN(S(=O)(=O)c3cccs3)CC2)sc2ccccc21,13,28,-1,56,-9,-9,101,-17,102,-10,1.4
Cc1cc(C)n2nc(S(=O)(=O)N(C)Cc3ccccc3)nc2n1,5,49,2,0,-4,5,94,-9,89,-5,0.2
O=C(N/N=C/c1cc([N+](=O)[O-])ccc1O)/C(=C\c1cccs1)NC(=O)c1ccccc1,5,4,0,-3,-1,-5,61,1,66,6,-1.5
Cc1cccc(NCC(=O)N/N=C\c2ccccn2)c1,9,12,0,2,0,-2,98,0,99,2,1.3
Cc1ccc(NC(=O)CCC(=O)NNC(=O)C(C)(C)C)c(C)c1,9,17,-2,0,0,-3,99,6,103,5,-0.9
CS(=O)(=O)N(CC(=O)Nc1ccccc1)Cc1ccc(Cl)cc1,15,11,0,2,-2,-5,100,-2,103,-2,0.8
O=C(NN=C1CCC(c2ccccc2)CC1)c1ccccc1-n1cccc1 (stereo unspecified),9,13,-6,6,-2,-1,77,-4,85,0,0.6
O=C(CCN(NC(=O)c1ccccc1)C1=NS(=O)(=O)c2ccccc21)NC1CCCCC1,13,22,-5,2,-2,-4,103,-3,105,-4,0.3
CC(=O)N1C(=O)/C(=C2\SC(=S)N(c3c(C)n(C)n(-c4ccccc4)c3=O)C2=O)c2ccccc21,9,10,-8,-17,-20,-11,100,-4,102,-2,-1.4
CCOc1ccc(C(C)(C)C)cc1S(=O)(=O)N1CC(C)OC(C)C1 (stereo unspecified),14,13,0,18,-5,-3,102,-12,102,-12,3.6
COc1ccc(NC(=O)C(CCSC)NC(N)=O)cc1Cl (stereo unspecified),14,10,-2,4,-4,-4,99,-3,99,0,0.1
NC(=O)CSc1ccc(F)cc1,11,12,0,-1,6,2,?,6,102,3,-0.1
O=C(CSc1nnnn1-c1ccc2c(c1)CCC2)NCc1cccs1,11,22,-1,7,-1,0,96,2,95,0,1.3
CC(=O)NCCOc1ccc2oc3ccccc3c2c1,13,26,-3,6,-1,-2,100,-2,99,-2,0.6
COc1ccc(C(=O)Nc2ccc(C(F)(F)F)n(C)c2=O)cc1,12,11,-2,10,-2,-5,99,-4,101,-3,0.5
O=C(N/N=C1\C2CN3CCN(C2)CC1(c1ccccc1)C3)c1ccc(F)cc1,2,6,-1,1,-5,-4,100,-2,103,0,0.3
O=C(c1ccc(S(=O)(=O)N2CCCCC2)cc1)N1CCN(Cc2ccc3c(c2)OCO3)CC1,16,13,0,4,-1,0,99,-2,96,-3,1.5
COc1ccc(OCC(=O)Nc2ccc(N3CCCCC3)cc2)cc1,12,17,0,1,-3,-2,103,-5,104,-4,0.1
Cc1ccc(-c2oc3ccccc3c(=O)c2O)cc1,22,16,-4,3,-10,-8,99,-9,98,-5,0.3
Cc1ccccc1Cn1nnc(-c2ccc3c(c2)OCO3)n1,4,22,2,2,3,0,98,4,97,-27,0.7
COCC(C)NC(=O)NC1(C(F)(F)F)Oc2ccc(Cl)cc2O1 (stereo unspecified),18,46,0,0,7,2,98,7,102,6,-0.2
O=S(=O)(NCC(Nc1ccc(Cl)cc1)c1ccccc1)c1ccc(Cl)cc1 (stereo unspecified),14,26,0,4,-2,-2,93,0,100,1,0.4
CN1CCc2c(sc3c2c(=O)n(-c2ccccc2)c2nnc(SCc4ccccc4)n32)C1,6,33,2,2,-4,6,88,-9,92,-1,1.2
O=C(CN1C(=O)C2CC=CCC2C1=O)Nc1ccc(-c2nnc3n2CCCCC3)cc1 (stereo unspecified),14,44,0,3,-6,-11,102,-8,100,-7,0.0
CCOC(=O)CCC(=O)NNC(=O)COc1ccc(C(C)C)cc1Br,10,10,-1,13,-2,-3,98,-3,102,-1,-0.6
O=C(NCCc1ccc(Cl)cc1)C1CCCN(S(=O)(=O)c2cnc[nH]2)C1 (stereo unspecified),7,16,-2,2,-6,-2,98,-7,105,-4,0.8
O=C(CS(=O)CC(=O)Nc1ccc(Cl)cc1)NCC1OCCc2ccccc21 (stereo unspecified),3,47,3,1,4,0,89,2,88,4,0.1
CCN(Cc1ccccc1)S(=O)(=O)c1cc(C(=O)NCCCN(C)C)ccc1OC,22,12,-4,1,-3,-5,97,-6,94,-4,0.2
COc1cc(CC(=O)Nc2cccc(SC)c2)cc(OC)c1OC,25,9,-14,1,-9,-19,104,-5,104,-6,0.4
CSc1ccc(/C=C(/NC(=O)c2ccccc2)C(=O)N2CCN(C)CC2)cc1,18,11,-6,1,-2,-6,106,-4,101,-7,0.3
c1ccc(-c2csc(Cc3nnc4n3CCCCC4)n2)cc1,9,19,0,9,0,-2,98,0,104,-3,1.9
Cc1cc(C(=O)Nc2nnc(-c3ccccc3)s2)no1,25,22,-1,-1,-5,-10,101,-19,104,-5,-0.8

# Quoted at random: two compounds from above, in no set order.
Structure,Avidin fluor,GSH bead fluor,Bcl-W Bim block,ABCG2 inh,Bim-Bcl-B,Bcl-XL Bim block,RGS7-Gao reg,Bfl-1 Bim block,RGS4-Gao reg,Bcl-2 Bim block,ABCB1 inh
c1ccc(-c2csc(Cc3nnc4n3CCCCC4)n2)cc1,9,19,0,9,0,-2,98,0,104,-3,1.9
CCOC(=O)CCC(=O)NNC(=O)COc1ccc(C(C)C)cc1Br,10,10,-1,13,-2,-3,98,-3,102,-1,-0.6

# Next part.
Structure,Avidin fluor,GSH bead fluor,Bcl-W Bim block,ABCG2 inh,Bim-Bcl-B,Bcl-XL Bim block,RGS7-Gao reg,Bfl-1 Bim block,RGS4-Gao reg,Bcl-2 Bim block,ABCB1 inh
O=C(CN1C(=O)c2ccccc2C1=O)N1CCN(C2c3ccccc3-c3ccccc32)CC1,13,9,-1,4,-1,-7,102,5,100,4,2.4
O=C(NCc1ccc2c(c1)OCO2)C1Cc2ccccc2CN1C(=O)c1ccco1 (stereo unspecified),8,11,-4,4,-8,-6,101,-5,101,-6,2.1
Clc1ccc(OCCN2CCOCC2)cc1Cl,10,11,0,-6,-6,-3,95,-11,99,-8,-3.5
COc1ccccc1C(=O)N1CCCC1(C#N)c1ccccc1 (stereo unspecified),7,4,4,4,-3,1,99,-8,100,-1,0.4
Cc1ccc(Nc2nc(-c3sc(NC(=O)c4ccccc4)nc3C)cs2)cc1,19,9,-1,-1,-4,-3,95,-3,97,-7,-0.5
COc1ccc(OCCCC(=O)Nc2ccc(N3CCCCC3)cc2)cc1,2,6,0,9,-1,2,104,4,100,0,0.6
COc1ccc2nc(SCC(=O)c3ccco3)[nH]c2c1,18,9,1,3,0,-1,107,3,104,0,0.4
CCOC(=O)c1cc(CC)sc1/N=C/C1=C(O)CCCC1=O,3,6,0,2,-2,0,102,0,102,3,0.7
CC(C)CNC(=O)C1CC(=O)OC12CCCCC2 (stereo unspecified),12,47,1,-1,1,-4,98,-2,96,1,0.1
O=C(c1ccc(-c2cc3ccccc3oc2=O)cc1)N1CCN(c2ccc(Cl)cc2[N+](=O)[O-])CC1,3,10,-7,8,-6,-6,94,-2,95,-2,3.8
CCCn1c(SCC(=O)Nc2cc(S(=O)(=O)N(C)C)ccc2OC)n[nH]c1=O,8,13,-2,1,-2,-2,?,-4,98,-4,0.6
CC1(C)Cc2cccc(OCC(=O)NC3CC3)c2O1,7,43,5,2,-9,4,114,5,105,-2,2.1
Cn1c(=O)c(=O)n(C)c2cc(S(=O)(=O)N3CCN(Cc4ccccc4)CC3)ccc21,13,23,1,3,-9,-7,98,-2,97,-1,1.0
CCN(CC)C(=S)Nc1ccc(Cl)c(Cl)c1,16,10,0,15,0,-1,99,-19,104,-5,-0.5
O=C(Cc1ccccc1)NC(=S)Nc1ccc(N2CCCCC2)cc1,2,5,-1,3,-3,-6,103,-1,101,-3,0.3
O=C(CSc1nc2ccccc2n1S(=O)(=O)c1cccc([N+](=O)[O-])c1)NCc1cccs1,6,13,0,32,3,-1,99,4,98,1,1.6
CCOC(=O)c1c(C)n(CC(COC(C)=O)OC(C)=O)c2ccc(OC(C)=O)cc12 (stereo unspecified),13,36,-1,17,-10,-9,105,-17,104,-9,-0.2
CCC(C)OC(=O)C(C)Oc1ccc(-c2ccccc2)cc1 (stereo unspecified),6,5,-4,1,-9,-4,114,-7,117,-10,0.6
COc1ccc(CCNC(=O)c2ccc(CNc3c(N4CCOCC4)c(=O)c3=O)cc2)cc1OC,4,45,1,1,-6,12,92,-10,91,-7,0.2
O=C(CCS(=O)(=O)c1cccc2nonc12)N1CC(=O)N(CCc2ccccc2)C(=O)C1,6,36,-2,1,-7,-3,104,-8,104,-3,0.4
COc1ccc2c(c1OC)C(=O)N1N=C(c3ccc(-c4ccccc4)cc3)CC21 (stereo unspecified),8,16,-2,6,-9,-6,?,-5,90,-5,0.7
COc1ccc(C(C(=O)NC2CCCCC2)N(C(=O)CCl)c2ccccc2Cl)cc1 (stereo unspecified),7,9,0,0,-1,-2,92,-24,99,-9,0.1
Cc1c(C(=O)OC(C)C(C)C[N+](C)(C)C)oc2ccccc12 (stereo unspecified),4,44,4,0,-5,1,102,-7,102,-6,-0.1
O=C(COC(=O)c1ccccc1Nc1cccc(C(F)(F)F)c1)NCc1ccco1,23,9,-1,4,-5,-2,89,-3,88,-5,0.4
COc1ccc(Cl)cc1C(=O)N(Cc1nc(-c2cccc(C)c2)no1)C(C)C,5,25,3,6,3,5,93,6,94,1,1.0
CCOc1ccc(NC(=O)CN(C)C(=O)C2CCCC2)cc1OCC,7,16,1,1,0,0,100,-5,101,-1,0.9
Cc1cc(C)c(S(C)(=O)=O)c(Oc2cccc(C(F)(F)F)c2)n1,8,22,-1,9,-3,-5,101,-5,103,-3,0.8
COc1ccc(OC)c(Nc2cc(-c3ccccc3)nc(N)n2)c1,15,9,-1,5,2,3,107,-2,106,0,1.2
COC(=O)c1cc(CSc2nnc(-c3ccccc3)c(-c3ccccc3)n2)oc1C,18,7,-2,3,4,2,108,1,108,-1,0.4

# Source: PubChem BioAssay
